RBBP9 inh: blocks human serine hydrolase RBBP9 | O75884 | recombinant RBBP9, FP-Rh probe fluorescence polarization | inhibition, % at 7.94 µM | 220,000 compounds, 0.2% hits;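 active means inhibition above the campaign mean of all tested compounds plus 3 SD, cut at about 14% in these data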;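 further: plate controls were DMSO wells with RBBP9 for no effect and wells lacking RBBP9 protein for full effect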
Target sequence (O75884 whole entry, looked up): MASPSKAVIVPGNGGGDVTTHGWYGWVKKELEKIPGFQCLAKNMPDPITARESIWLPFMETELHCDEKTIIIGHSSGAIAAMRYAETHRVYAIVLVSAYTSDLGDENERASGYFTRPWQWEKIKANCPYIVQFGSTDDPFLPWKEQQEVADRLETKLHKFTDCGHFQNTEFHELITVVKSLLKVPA
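System: RBBP9 protein / Quantity: 2.5 µM RBBP9 dispensing solution, before mixing / Also added: Serine-hydrolase probe FP-Rh, 375 nM pre-mixing / Dosing: 7.94 µM single dose, 0.794% DMSO / Timing: enzyme-compound preincubation 30 min, then probe labeling 45 min, 25 °C / Signal: FP readout at 525/598 nm / Controls: DMSO-treated enzyme wells and wells lacking RBBP9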
Runt-SMMHC FRET: blocks binding of human RUNX1 Runt domain to CBFb-SMMHC; Q01196+Q13951; 220,000 compounds, 0.74% hits; Cerulean-Runt/Venus-CBFb-SMMHC FRET ratio 530/480, 1 h; AID 1434; inhibition, % at 20 µM;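 active means mean inhibition across duplicate retests at 20 µM reaching about 50%, limit read from the data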;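 further: 0% = DMSO wells and 100% = wells with excess untagged CBFb-SMMHC; inhibitors lower the FRET ratio by blocking Runt binding to CBFb-SMMHC; some results filed as inactive read as strong as hits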
Tb hexokinase: blocks Trypanosoma brucei hexokinase 1 activity; inhibition, % at 10 µM; 220,000 compounds, 0.11% hits; AID 1430; recombinant TbHK1, G6PDH-coupled NADH A340;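 active means inhibition of 50% or more in the single-dose primary screen; inactive means inhibition below 50%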
Runt-CBFb FRET: inhibitors of human RUNX1 Runt domain binding to CBFb; Q01196+Q13951; Cerulean-Runt/Venus-CBFb FRET ratio 530/480, 1 h; inhibition, % at 20 µM; 220,000 compounds, 0.46% hits;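 active means inhibition over about 50% at 20 µM in the single-dose screen, limit read from the data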;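 further: 0% = DMSO wells and 100% = excess unlabeled CBFb competitor control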
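System: Cerulean-labeled Runt domain protein | Quantity: 100 nM of each labeled protein | Schedule: 1 h compound exposure, room temperature | Detection: Fluorescence energy transfer, 422 nm excitation, 530/480 nm emission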
p97 ATPase inh: inhibitors of human p97 ATPase; P55072; recombinant p97 ATPase, Kinase-Glo ATP luminescence, 3 h; inhibition, % at 8 µM; 220,000 compounds, 0.42% hits; in the data active means inhibition above about 15%;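 further: 0% = DMSO vehicle and 100% = wells lacking enzyme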
NCF1 inh: inhibitors of human p47phox binding; 220,000 compounds, 0.53% hits; inhibition, % at 24.7 µM; P14598; p47phox/p22phox peptide binding, fluorescence polarization, 2 h;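 active means inhibition above about 30%, limit read from the data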;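 further: 0% = p47phox with labelled peptide and 100% = labelled peptide alone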
Target sequence (P14598 whole entry, looked up): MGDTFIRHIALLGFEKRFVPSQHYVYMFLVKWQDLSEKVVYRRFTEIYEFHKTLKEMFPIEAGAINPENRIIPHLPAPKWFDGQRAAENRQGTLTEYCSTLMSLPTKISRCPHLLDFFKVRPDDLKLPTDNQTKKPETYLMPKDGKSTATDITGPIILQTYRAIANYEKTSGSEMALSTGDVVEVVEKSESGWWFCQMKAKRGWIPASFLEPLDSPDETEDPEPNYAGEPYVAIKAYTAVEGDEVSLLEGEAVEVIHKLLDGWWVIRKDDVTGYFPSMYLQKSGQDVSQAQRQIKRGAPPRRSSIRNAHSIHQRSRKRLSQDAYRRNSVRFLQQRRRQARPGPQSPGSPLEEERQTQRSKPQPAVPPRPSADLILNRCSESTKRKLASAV
EBV gp42 inh: inhibitors of Epstein-Barr virus glycoprotein 42. inhibition, % (tested at 21.74 µM). Q1HVG2. AID 1085. Fluorescence polarization binding assay, mP read-out. 220,000 compounds, 0.42% hits; in the data active means inhibition above about 50%
Target sequence (Q1HVG2 whole entry, looked up): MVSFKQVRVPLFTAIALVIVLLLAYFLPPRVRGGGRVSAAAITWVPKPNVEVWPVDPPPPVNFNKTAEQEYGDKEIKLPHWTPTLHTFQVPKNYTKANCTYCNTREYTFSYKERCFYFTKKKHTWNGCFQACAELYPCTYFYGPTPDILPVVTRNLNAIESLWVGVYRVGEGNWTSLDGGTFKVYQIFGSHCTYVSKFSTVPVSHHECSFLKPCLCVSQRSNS
Calpain2 inh: blocks pig calpain II enzyme activity. purified calpain II, fluorogenic peptide substrate, 30 min. inhibition, % at 16 µM. 220,000 compounds, 0.37% hits;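 active means inhibition above about 50%, limit read from the data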
Furin inh: inhibitors of human furin | purified furin, fluorogenic substrate cleavage | inhibition, % at 30 µM | 220,000 compounds, 0.061% hits; in the data active means inhibition above about 25%; further: inactives centre near -15
The depositor's hits bear a star; i = inactive; / = no result given; [ ] = another dose, or the depositor's remark.

SMILES	Runt-SMMHC FRET	p97 ATPase inh	NCF1 inh	Furin inh	Calpain2 inh	EBV gp42 inh	RBBP9 inh	Runt-CBFb FRET	Tb hexokinase
CCNC(=O)N1C(=O)C2(OCCO2)c2cc(Br)ccc21	0.0	3.6	-9.2	-22.8	-22.4	-1.1	-0.3	-2.0	5.7
CCCCC(=O)Nc1ccccc1N1CCOCC1	0.8	-0.6	7.9	-19.2	7.2	7.7	-3.6	2.0	-2.7
CCN(CC)c1ccc(NC(=O)Cn2c(C(C)NC(=O)c3ccc(C)cc3)nc3ccccc32)cc1 (stereo not given)	3.1	2.3	/	-30.2	26.1	-3.5	7.2	3.8	12.0
CCOC(=O)c1sc(NC(=O)CSc2nnnn2-c2ccc(C)cc2C)nc1C	-5.9	-4.8	-6.9	-27.9	-23.7	-11.0	-7.8	-5.5	-11.2
Cc1ccc2cccc(S(=O)(=O)NC3CCS(=O)(=O)C3)c2n1 (stereo not given)	-3.9	0.1	-8.3	-15.7[20 µM]	-24.4	-4.4	2.0	1.5	1.5
COc1cc(C(=O)NC(=S)Nc2ccc3c(c2)C(=O)N(C)C3=O)cc(OC)c1OC	-15.1	5.4	-25.1	-18.5	-12.6	-24.3	-1.5	-4.8	-2.6
COc1ccc(C(=O)NC(Cc2ccc(OC(=O)c3ccc(OC)cc3)cc2)C(=O)O)cc1 (stereo not given)	-1.4	1.1	-0.2	-27.5	6.1	-11.7	4.2	0.2	-2.8
CC(/C=N/NC(=O)Cn1cnc2ccccc21)=C\c1ccccc1	-0.3	0.1	-5.2	-17.0	27.8	-11.1	-9.0	0.3	1.2
COc1ccc(/C=C2\OC(=O)c3c(OC)cccc32)cc1OC	-15.6	-1.6	-0.5	-7.6[20 µM]	i	2.8	-0.8	5.2	-1.8
CC(=O)Nc1sc(/C(C#N)=C/c2ccc(Cl)c(Cl)c2)nc1-c1ccc(C)cc1	-87.7	-1.0	-7.9	-10.5	-42.6	26.0	-4.7	-124.6	-10.5
COCCCNC(=O)CSc1nc2ccccc2c(=O)n1CCCC(=O)NCC1CCCO1 (stereo not given)	4.8	3.7	-7.2	-13.3	-21.5	-9.3	-1.8	0.8	-3.6
N#CC1=C(N)Oc2cc(O)ccc2C1C1CCCCC1 (stereo not given)	119.7*	2.7	-9.6	-29.2	13.5	13.5	-6.4	50.9*	2.6
O=C(CN(Cc1ccco1)C(=O)CNS(=O)(=O)c1ccccc1)NC1CCCCC1	1.7	-2.4	-13.5	-15.6	-4.1	-0.9	-3.8	-0.5	0.8
CCOc1cc(N2CCOCC2)c(OCC)cc1NC(=O)c1oc2ccccc2c1C	-44.8	-2.0	-4.7	-28.1	-157.0	-0.4	-1.4	-19.1	-9.6
O=C(O)c1ccccc1/C=N/NC(=O)C1CCCCC1	-0.6	7.2	-13.6	-25.0	3.7	-8.6	-2.3	1.8	-7.4
CCOC(=O)N1CCC(NC(=O)c2ccc3c(c2)ncn3C2CCCC2)CC1	-4.4	-0.9	0.7	-27.8	76.9*	-3.7	-3.3	-0.9	-2.3
CCC(CC)C(=O)c1c[nH]c(C(=O)NCc2cccnc2)c1	-1.3	4.2	-6.5	-18.2	-10.5	-16.4	-1.2	0.2	-1.6
Cc1nnc(NC(=O)CSc2nc3c(c(=O)n2CCc2ccccc2)SC(C)C3)s1 (stereo not given)	-2.9	4.5	19.4	-15.5	-3.1	-4.7	1.0	-0.6	-2.7
CCCCS(=O)(=O)N1CN(S(=O)(=O)CCCC)C2NC(=O)NC21 (stereo not given)	-6.9	-0.1	-11.2	-21.0	-22.1	-5.2	-1.5	11.6	13.6
C/C(=N\NS(=O)(=O)c1cccc([N+](=O)[O-])c1)c1cccnc1	-4.2	0.6	-0.7	-8.1	-8.8	-6.2	-9.3	-0.2	-7.7
CCOc1ccc(C2CC(c3cccc(C)c3)n3ncnc3N2)cc1 (stereo not given)	-2.2	-3.0	-13.2	-22.4	17.4	6.6	0.3	0.7	6.5
O=C(N1CCOCC1)N1c2ccccc2Sc2ccccc21	1.8	-4.2	-5.6	-21.4[20 µM]	8.2	-0.7	-2.8	-0.5	-0.9
CCC(C)n1c(=S)[nH]c2c(sc3ccc([N+](=O)[O-])cc32)c1=O (stereo not given)	1.5	0.5	-2.0	-2.5	19.2	-6.4	-24.8	2.6	-0.7
O=C(O)c1cc(-c2cc3ccccc3o2)nn1-c1ccccc1	-0.1	-0.2	-5.4	-9.3	-7.4	0.4	-2.5	1.1	7.4
O=C(NCc1ccccc1)c1ccc(Br)cc1Br	3.5	-3.7	0.7	-11.8	-3.8	4.7	-10.1	0.8	-3.7
O=C(CCC(=O)OCC(=O)c1ccccc1)NC1CCCCC1	2.2	3.9	-13.1	-25.2[20 µM]	5.2	-16.1	-4.2	0.0	1.0
CC/C(=N\NC(=S)NC(C)C)c1ccc(OC)c(OC)c1	-0.9	4.3	-1.7	-24.8	-6.5	-8.5	2.3	-1.1	-16.0
Cc1cc(C)n(CC(O)Cn2cnc3c2c(=O)n(C)c(=O)n3C)n1 (stereo not given)	3.1	0.3	-2.1	-15.1[20 µM]	-24.7	-15.6	-5.2	0.2	-4.2
CCn1c(SCC(=O)Nc2nccs2)nnc1-c1ccc(S(=O)(=O)N2CCCCC2)cc1	3.5	-7.6	-2.6	-10.3	12.1	-6.1	-12.5	0.3	-1.1
CCn1c2ccccc2c2cc(NC(=O)CSc3nccc(=O)[nH]3)ccc21	-4.2	20.0*	-13.4	-16.6	-87.7	-2.0	7.5	-3.8	-8.7
CCC(=O)NCCn1ccc2ccccc21	2.3	-5.3	-12.6	-14.5	-29.6	-1.4	0.2	0.6	-9.3
COc1ccccc1Oc1ncnc2c1cnn2-c1ccccc1	4.9	-0.3	-0.4	-21.1	10.3	-14.7	-1.5	-0.2	-0.8
CSc1nc(NCc2ccccc2)c2c3c(sc2n1)CN(C)CC3	18.2	-1.6	-14.6	-21.1[20 µM]	-41.9	2.8	0.2	15.7	-3.5
CN(C1CCCCC1)S(=O)(=O)c1ccc2c(c1)c(=O)c(C(=O)N1CCc3ccccc3C1)cn2C	-1.8	1.7	-18.1	-13.0[20 µM]	-80.4	-11.5	-8.9	-2.0	-9.3
Cc1cc(C)cc(-n2c(C)cc(C=C(C#N)C#N)c2C)c1	-87.9	1.9	5.3	-26.5[20 µM]	-50.6	-15.1	-5.8	-11.4	1.0
O=S(=O)(c1ccc2c(c1)OCCO2)N1CCC(O)(c2ccc(Cl)cc2)CC1	-2.0	-4.7	-24.4	-23.8	41.7	-7.3	-8.9	-0.6	3.1
CCOC(=O)N1CCN(S(=O)(=O)c2cc(Br)cc3c2N(C(=O)CC)CC3)CC1	108.2	6.5	-2.3	-22.7	-58.1	-5.7	-10.0	-0.4	2.0
CN1CCNC(=O)C1CC(=O)NCCc1ccccc1F (stereo not given)	-3.8	4.7	0.3	-28.2	-10.6	-3.3	1.7	-1.0	-2.4
CCCn1c(=O)c(C(=O)NCc2ccc(OC)c(OC)c2)c(O)c2ccccc21	-8.2	7.1	12.6	-10.8	-10.9	-10.3	-6.6	-2.7	-15.9
CN/C(=C/[N+](=O)[O-])NCCSCc1ccc(CN(C)C)o1	-1.7	3.9	-1.6	-17.8	-4.1	1.1	5.2	-3.0	-28.6
O=C(Cc1ccccc1)Nc1ccccc1CO	0.8	-2.9	-4.5	-18.0[20 µM]	-8.4	0.2	-9.1	0.0	1.9
Cc1ccc(CS(=O)(=O)CCC(=O)NCc2cccs2)cc1	-4.0	-1.6	-2.5	-25.0	18.4	-9.3	-9.6	-1.7	-8.9
Cc1nn(-c2ccccc2)c(Cl)c1/C=N/NC(=O)c1ccc(CNc2ccccc2)o1	-2.6	3.5	-12.9	-8.1	-33.4	6.5	-12.3	-14.0	-9.4
Clc1ccc(SCc2cc(-c3ccccc3)on2)cc1	3.0	-0.6	-10.1	-14.7[20 µM]	14.7	-11.4	-6.2	-3.0	5.2
N=c1oc2ccccc2cc1-c1nc(-c2ccc(Cl)cc2)cs1	-149.8	-4.1	-9.3	-14.3	-24.4	-14.8	-0.9	-45.7	-6.9
COc1ccc(S(=O)(=O)C(C#N)c2nc3ccccc3nc2N2CCCCC2)cc1 (stereo not given)	-14.9	-0.9	-8.7	-22.8	i	5.5	-6.1	8.6	-23.4
N#Cc1ccc(-c2csc(-c3ccno3)n2)cc1	0.0	0.7	-9.2	-25.1	-10.4	-11.1	-10.7	0.4	-4.0
CCCc1cc(C(=O)Nc2cccnc2)no1	1.9	3.2	-6.5	-14.9	6.0	-3.8	-2.5	2.1	-5.8
O=C(COc1cccc2c1CCN(Cc1ccccc1F)C2=O)N1CCOCC1	1.6	4.1	-11.7	-27.3	-7.2	-10.8	-3.6	-2.4	1.9
NS(=O)(=O)c1ccc(NC(=O)COC(=O)c2cn(-c3ccccc3)nc2-c2ccc(F)cc2)cc1	4.0	4.8	-14.8	-2.5	-17.8	-2.3	-0.4	-4.5	-0.2

New compounds follow:
SMILES	Runt-SMMHC FRET	p97 ATPase inh	NCF1 inh	Furin inh	Calpain2 inh	EBV gp42 inh	RBBP9 inh	Runt-CBFb FRET	Tb hexokinase
O=C(CN(C(=O)Cn1nnc(-c2ccccc2F)n1)c1cnc2ccccc2c1)NCC1CCCO1 (stereo not given)	0.2	1.4	-3.6	-13.7	15.8	5.7	-0.8	4.0	-1.5
O=C(COc1cccnc1[N+](=O)[O-])NCCc1ccc(Cl)cc1Cl	2.1	-0.8	-13.8	-8.7	-12.2	-12.7	-3.8	-0.7	1.2
C#CCn1c(=NC(=O)c2ccco2)sc2cccc(Cl)c21	-3.0	0.7	-18.6	3.4	-1.4	-12.6	7.6	2.0	-32.5
CN(C)CCCNC(=O)COc1ccc(Br)cc1Cl	-0.8	5.8	2.7	-5.5	-23.0	-15.7	5.9	1.6	25.1
O=C(NNS(=O)(=O)c1ccccc1)C(O)(c1ccccc1)c1ccccc1	0.8	2.7	-4.6	-9.2	15.2	-0.9	-5.5	-0.6	23.1
COCCn1nnnc1CN(CCc1ccccc1)Cc1cc2ccc(C)cc2[nH]c1=O	-1.4	6.4	-12.6	-9.0	5.3	-6.4	-3.6	5.2	-17.1
FC(F)(F)c1nc(-c2ccncc2)ncc1-c1nnnn1-c1ccccc1	-5.9	0.5	-3.9	-10.6[20 µM]	2.5	-6.0	-9.1	-3.6	1.8
COC(=O)C1=C(C)NC(C)=C(C(=O)OC)C1C(=O)OCC(=O)Nc1ccc(C(C)=O)cc1	-1.5	5.7	-7.3	-20.5	-173.9	-11.2	9.1	0.8	-8.8

Looked up by compound from the entries so far, 3 records:
SMILES	Runt-SMMHC FRET	p97 ATPase inh	NCF1 inh	Furin inh	Calpain2 inh	EBV gp42 inh	RBBP9 inh	Runt-CBFb FRET	Tb hexokinase
FC(F)(F)c1nc(-c2ccncc2)ncc1-c1nnnn1-c1ccccc1	-5.9	0.5	-3.9	-10.6[20 µM]	2.5	-6.0	-9.1	-3.6	1.8
O=C(NNS(=O)(=O)c1ccccc1)C(O)(c1ccccc1)c1ccccc1	0.8	2.7	-4.6	-9.2	15.2	-0.9	-5.5	-0.6	23.1
O=C(COc1cccnc1[N+](=O)[O-])NCCc1ccc(Cl)cc1Cl	2.1	-0.8	-13.8	-8.7	-12.2	-12.7	-3.8	-0.7	1.2

From PubChem

Rows were taken by chance, and some 2.7% of all compounds hit somewhere here.
